RAM network inh = inhibitors of the yeast RAM network. inhibition, % at 50 µM. 1.8% of 190,000 active. S. cerevisiae dse1pr::URA3 reporter, 5-FOA growth OD615, 2 d; analog-sensitive cbk1-as2 kinase mutant strain. AID 868;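 active = inhibition above a set limit, 3 SD over mean compound inhibition, cut at about 8.4% in these data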;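 also: 0% = DMSO-only wells with no growth and 100% = 10 µM 1-NA-PP1 full growth; inhibition rescues growth on 5-FOA so higher OD means more RAM inhibition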
STAT3 act = increases IL-6 driven STAT3 reporter signal. activation (% of control), % at 5.6 µM. U3A cells, IL-6 STAT3-luciferase reporter, luminescence; 100% = signal with IL-6 EC80 alone. 0.91% of 190,000 active;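 active = activation above the screen-wide mean of compound activation plus 3 SD, cut at about 130% in these data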;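 also: 0% = background luminescence of wells with medium and substrate only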
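Test system: Human STAT1-deficient U3A cells with stable STAT3-luciferase reporter | Also added: Interleukin-6, 33 ng/mL | Timing: Compound pre-incubation 1 h before IL-6, then 6 h stimulation at 37 °C | Technique: Luciferase reporter luminescence | Read-out: Percent of IL-6-only median luminescence | Benchmarks: IL-6-only wells as 100% reference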
ROMK mod = human ROMK K+ channel modulation, primary screen. P48048. B-score at 10 µM. 2% of 130,000 active. Tet-inducible ROMK, thallium flux fluorescence; actives lie on both sides. AID 1918;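 active = signal ratio slope over the read window, or its plate-corrected B-score, at least 3 SD from the plate mean, either direction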;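 also: B-score of the F/F0 ratio slope over 7 to 12 s after thallium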
Target sequence (P48048 whole entry, looked up): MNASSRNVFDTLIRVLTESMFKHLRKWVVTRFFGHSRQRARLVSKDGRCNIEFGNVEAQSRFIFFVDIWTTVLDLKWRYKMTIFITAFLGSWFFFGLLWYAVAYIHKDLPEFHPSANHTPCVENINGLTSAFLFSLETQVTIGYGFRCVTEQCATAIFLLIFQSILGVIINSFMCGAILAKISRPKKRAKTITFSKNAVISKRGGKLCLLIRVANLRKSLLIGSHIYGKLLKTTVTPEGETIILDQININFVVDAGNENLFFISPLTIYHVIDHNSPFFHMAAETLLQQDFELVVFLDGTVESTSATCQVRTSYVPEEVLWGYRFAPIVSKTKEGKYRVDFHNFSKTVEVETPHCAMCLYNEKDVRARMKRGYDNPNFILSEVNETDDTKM
PPARg SRC-1 ag = agonists of human PPARgamma SRC-1 coactivator recruitment. P37231. PPARgamma-SRC-1 coactivator recruitment biochemical assay. activation, % at 8 µM. 0.41% of 200,000 active; in the data active = activation above about 19%;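 also: 0% = DMSO and 100% = reference agonist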
S1P3 antag = blocks the human S1P3 receptor | CHO S1P3 NFAT-BLA reporter, FRET fluorescence, antagonist mode | 0.27% of 170,000 active | inhibition, % at 4.98 µM | Q99500;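 active = inhibition above the plate cutoff, the mean inhibition of test wells on that plate plus 3 SD, cut at about 28% in these data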;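 also: cells challenged with S1P at its EC80 of 0.8 µM; blue over green emission ratio from cleaved BLA substrate after 4 h stimulation; 0% = S1P-stimulated wells and 100% = unstimulated DMSO-only wells; some compounds past the cut are filed as inactive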
Target sequence (Q99500 whole entry, looked up): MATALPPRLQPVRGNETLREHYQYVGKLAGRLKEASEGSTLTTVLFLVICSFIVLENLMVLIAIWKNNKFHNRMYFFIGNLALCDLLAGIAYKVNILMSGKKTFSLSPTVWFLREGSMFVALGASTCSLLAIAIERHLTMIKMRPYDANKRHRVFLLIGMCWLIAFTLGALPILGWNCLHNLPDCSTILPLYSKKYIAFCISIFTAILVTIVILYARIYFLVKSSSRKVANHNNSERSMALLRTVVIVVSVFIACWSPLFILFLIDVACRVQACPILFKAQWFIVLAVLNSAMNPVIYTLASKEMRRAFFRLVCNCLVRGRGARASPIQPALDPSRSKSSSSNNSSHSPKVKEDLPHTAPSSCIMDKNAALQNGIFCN
PPARg SRC-2 ag = agonists of SRC-2 recruitment by human PPARgamma; P37231; PPARgamma LBD-SRC-2 recruitment, biochemical; activation, % at 8 µM; 0.34% of 200,000 active; in the data active = activation above about 22%;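 also: 0% = vehicle and 100% = reference agonist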
STAT3 inh = inhibitors of IL-6 induced STAT3 signaling | U3A cells, IL-6 STAT3-luciferase reporter, luminescence; host cell line lacks STAT1 | inhibition, % at 5.5 µM | 0.89% of 190,000 active;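 active = inhibition above the mean inhibition across all screened compounds plus 3 SD, cut at about 44% in these data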;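 also: 0% = DMSO only wells and 100% = 100 µM nifuroxazide control wells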
STAT1 blocker = reduces IFN-gamma driven STAT1 reporter signal; NIH 3T3 STAT1-luciferase reporter, luminescence; inhibition, % at 5.5 µM; 0.35% of 200,000 active; AID 920;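 active = inhibition above a set limit, the mean inhibition across all tested compounds plus 3 SD, cut at about 34% in these data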;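 also: 0% = IFN-gamma with DMSO and 100% = IFN-gamma with 300 µM nifuroxazide; values of inactives mirror those of a sister screen read the other way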
TLR4-MyD88 BLA = inhibitors of human TLR4-MyD88 binding | inhibition, % at 8.4 µM | O00206+Q99836 | HeLa CL3-4 TLR4/MyD88 BLA complementation, FRET ratio | 0.18% of 200,000 active; in the data active = inhibition above about 25%;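 also: 0% = vehicle and 100% = reference inhibitor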
TR-FRET SRC-2 ct = flags TR-FRET format artefacts in PPARgamma SRC-2 recruitment agonist screen; TR-FRET ratio at 8 µM; TR-FRET artefact counter-screen; stronger effect = higher value; AID 1049; 0.4% of 200,000 active; in the data active = TR-FRET ratio above about 2000; also: inactives centre near 1500
PPARg SRC3 recr = promotes SRC-3 coactivator recruitment by human PPARgamma | AID 731 | 0.26% of 200,000 active | activation, % at 8 µM | P37231 | biochemical PPARgamma/SRC-3 coactivator recruitment assay; in the data active = activation above about 23%;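 also: 0% = DMSO and 100% = reference agonist; some compounds past the cut are filed as inactive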
Numbers without * were called inactive.

Cc1cc(C)n(-c2cc(N3CCN(S(=O)(=O)c4ccc(Br)cc4)CC3)ccc2[N+](=O)[O-])n1 was read as RAM network inh 3.0, STAT3 act 99.3, PPARg SRC-1 ag -3.3, S1P3 antag 10.1, PPARg SRC-2 ag -6.3, STAT3 inh 3.5, STAT1 blocker -4.3, TLR4-MyD88 BLA -10.3, TR-FRET SRC-2 ct 1676 and PPARg SRC3 recr -4.1.
CC(C)NS(=O)(=O)c1ccc(OCC(=O)NCc2ccccc2)cc1 was read as RAM network inh -0.7, STAT3 act 98.7, ROMK mod 0.164, PPARg SRC-1 ag -2.6, S1P3 antag -24.1, PPARg SRC-2 ag 2.2, STAT3 inh 4.2, STAT1 blocker -10.3, TLR4-MyD88 BLA -4.8, TR-FRET SRC-2 ct 1448 and PPARg SRC3 recr -12.7.
Screening CC(=O)C1=C(O)C(=O)N(C)C1c1ccccc1F (configuration not stated) returned RAM network inh 0.1, STAT3 act 110.8, ROMK mod 0.669, PPARg SRC-1 ag -10.8, S1P3 antag -12.1, PPARg SRC-2 ag 1.6, STAT3 inh -8.3, STAT1 blocker -6.2, TLR4-MyD88 BLA 6.6, TR-FRET SRC-2 ct 1625 and PPARg SRC3 recr 2.5.
COc1ccc(C2C(C(=O)N3CCCC3)c3cc(OC)c(OC)cc3C(=O)N2C)cc1 (configuration not stated) was read as RAM network inh -0.4, STAT3 act 102.9, ROMK mod -0.251, PPARg SRC-1 ag 9.1, PPARg SRC-2 ag 8.3, STAT3 inh -3.5, STAT1 blocker 1.4, TLR4-MyD88 BLA -8.5, TR-FRET SRC-2 ct 1632 and PPARg SRC3 recr 9.8.
`O=C(NCC(=O)N(c1cnc2ccccc2c1)C(C(=O)NC1CCCC1)c1ccncc1)c1ccco1` (configuration not stated) gave RAM network inh 0.7, STAT3 act 106.6, PPARg SRC-1 ag 4.4, S1P3 antag -27.6, PPARg SRC-2 ag -6.5, STAT3 inh -3.1, STAT1 blocker 0.4, TLR4-MyD88 BLA -0.2, TR-FRET SRC-2 ct 1499 and PPARg SRC3 recr 4.4.
Screening COc1ccc(CCN2C(=O)CC(NNc3ccc([N+](=O)[O-])cc3)C2=O)cc1OC (configuration not stated) returned RAM network inh 0.5, STAT3 act 102.0, ROMK mod -1.23, PPARg SRC-1 ag 5.2, S1P3 antag -13.5, PPARg SRC-2 ag 4.4, STAT3 inh -0.1, STAT1 blocker 10.8, TLR4-MyD88 BLA 2.2, TR-FRET SRC-2 ct 1542 and PPARg SRC3 recr 5.3.
OC1CCCN(CC(O)c2ccccc2)C1 (configuration not stated) was read as RAM network inh 0.9, STAT3 act 109.9, ROMK mod -0.177, PPARg SRC-1 ag 2.5, S1P3 antag -13.5, PPARg SRC-2 ag 4.0, STAT3 inh 0.2, STAT1 blocker -3.5, TLR4-MyD88 BLA -11.4, TR-FRET SRC-2 ct 1713 and PPARg SRC3 recr 3.7.
O=S(=O)(N/N=C1/CC(c2ccccc2)Oc2ccccc21)c1ccc(Br)cc1 (configuration not stated) was read as RAM network inh 2.8, STAT3 act 102.6, ROMK mod -0.48, PPARg SRC-1 ag 5.1, PPARg SRC-2 ag 6.7, STAT3 inh 4.6, STAT1 blocker 6.7, TLR4-MyD88 BLA 11.9, TR-FRET SRC-2 ct 1669 and PPARg SRC3 recr -4.4.
Cc1nc(C(=O)O)nn1-c1ccc([N+](=O)[O-])cc1 was read as RAM network inh 0.6, STAT3 act 95.2, ROMK mod -0.219, PPARg SRC-1 ag 4.9, S1P3 antag -14.1, PPARg SRC-2 ag 3.3, STAT3 inh 12.1, STAT1 blocker 7.9, TLR4-MyD88 BLA -8.2, TR-FRET SRC-2 ct 1649 and PPARg SRC3 recr 3.9.
For CCOC(=O)CCSc1cc(C)c2ccccc2n1 the results were RAM network inh 0.0, STAT3 act 85.5, ROMK mod -0.0653, PPARg SRC-1 ag -1.4, S1P3 antag -10.3, PPARg SRC-2 ag -1.1, STAT3 inh 22.1, STAT1 blocker -0.2, TLR4-MyD88 BLA 15.1, TR-FRET SRC-2 ct 1568 and PPARg SRC3 recr -5.6.
CCSC1=C(C#N)C2(CCCCC2)C(C#N)C(=O)N1 (configuration not stated) was read as RAM network inh 0.7, STAT3 act 101.1, PPARg SRC-1 ag 3.9, S1P3 antag -31.0, PPARg SRC-2 ag 3.2, STAT3 inh 4.1, STAT1 blocker -0.8, TLR4-MyD88 BLA -4.5, TR-FRET SRC-2 ct 1564 and PPARg SRC3 recr 0.8.
`O=C(CCS(=O)(=O)c1cccc2nsnc12)NC1CCCCCC1` gave RAM network inh 1.2, STAT3 act 110.4, PPARg SRC-1 ag 0.0, PPARg SRC-2 ag 8.1, STAT3 inh -7.8, STAT1 blocker 8.7, TLR4-MyD88 BLA -4.2, TR-FRET SRC-2 ct 1575 and PPARg SRC3 recr 1.4.
Cc1scc(C(=O)N/N=C/c2ccc(OC(C)C)cc2)c1C was read as RAM network inh -0.5, STAT3 act 106.7, ROMK mod -0.438, PPARg SRC-1 ag 1.0, PPARg SRC-2 ag -5.8, STAT3 inh -1.6, STAT1 blocker -6.9, TLR4-MyD88 BLA 3.3, TR-FRET SRC-2 ct 1612 and PPARg SRC3 recr -4.7.
For Cc1cc(C)c(S(=O)(=O)n2cnc3ccccc32)c(C)c1 the results were RAM network inh -1.0, STAT3 act 109.6, ROMK mod 0.287, PPARg SRC-1 ag -1.8, PPARg SRC-2 ag -10.5, STAT3 inh -15.0, STAT1 blocker -6.9, TLR4-MyD88 BLA 0.7, TR-FRET SRC-2 ct 1306 and PPARg SRC3 recr -3.5.
Screening CNC(=O)c1cc2cc(Cc3ccccc3Cl)ccc2oc1=O returned RAM network inh 0.9, STAT3 act 96.0, ROMK mod 0.0725, PPARg SRC-1 ag 8.4, S1P3 antag 8.9, PPARg SRC-2 ag 4.2, STAT3 inh 9.5, STAT1 blocker -4.9, TLR4-MyD88 BLA 9.5, TR-FRET SRC-2 ct 1499 and PPARg SRC3 recr 2.2.
`Cc1c(Cl)cccc1NC(=O)Cc1ccc([N+](=O)[O-])cc1` gave RAM network inh 1.6, STAT3 act 94.1, ROMK mod -1.11, PPARg SRC-1 ag 0.9, S1P3 antag 2.4, PPARg SRC-2 ag -2.7, STAT3 inh 10.5, STAT1 blocker 7.7, TLR4-MyD88 BLA 3.8, TR-FRET SRC-2 ct 1625 and PPARg SRC3 recr 1.1.
Screening CCOc1ccc2nc(NC(=O)CSc3nc(-c4ccccc4)c(C#N)c(=O)[nH]3)sc2c1 returned RAM network inh 14.1*, STAT3 act 109.8, ROMK mod -0.295, PPARg SRC-1 ag 11.0, S1P3 antag -2.5, PPARg SRC-2 ag -0.6, STAT3 inh -5.9, STAT1 blocker -17.9, TLR4-MyD88 BLA -6.0, TR-FRET SRC-2 ct 1463 and PPARg SRC3 recr 1.5.
For NC(=O)c1ccc(NC(=O)CSC2=Nc3ccccc3C3CC=NN23)cc1 (configuration not stated) the results were RAM network inh 2.1, STAT3 act 88.4, ROMK mod -0.321, PPARg SRC-1 ag -2.0, PPARg SRC-2 ag 6.7, STAT3 inh 19.0, STAT1 blocker 2.9, TLR4-MyD88 BLA 7.4, TR-FRET SRC-2 ct 1553 and PPARg SRC3 recr -8.4.
`CC(C)CNc1cc(N2CCCC2)ccc1[N+](=O)[O-]` gave RAM network inh 3.6, STAT3 act 111.7, ROMK mod -0.824, PPARg SRC-1 ag 0.3, PPARg SRC-2 ag 0.2, STAT3 inh -5.5, STAT1 blocker -6.0, TLR4-MyD88 BLA -16.0, TR-FRET SRC-2 ct 1419 and PPARg SRC3 recr -4.3.
For c1ccc2c(c1)N1CCCN=C1N2CCN1CCCCC1 the results were RAM network inh 1.9, STAT3 act 97.7, ROMK mod -0.512, PPARg SRC-1 ag 6.5, S1P3 antag -12.4, PPARg SRC-2 ag 6.1, STAT3 inh 4.1, STAT1 blocker 22.7, TLR4-MyD88 BLA -0.1, TR-FRET SRC-2 ct 1598 and PPARg SRC3 recr -1.6.
Cc1cccc(-c2nc(=S)c3c(o2)CCCC3)c1 was read as RAM network inh 0.6, STAT3 act 112.7, PPARg SRC-1 ag -0.6, PPARg SRC-2 ag 2.2, STAT3 inh -13.8, STAT1 blocker -42.3, TLR4-MyD88 BLA 4.4, TR-FRET SRC-2 ct 1418 and PPARg SRC3 recr 8.3.
For O=C(CCl)Nc1cccc(Oc2ccccc2)c1 the results were RAM network inh -0.7, STAT3 act 95.5, ROMK mod -4.76*, PPARg SRC-1 ag 8.9, S1P3 antag -11.0, PPARg SRC-2 ag 4.6, STAT3 inh 9.9, STAT1 blocker 4.5, TLR4-MyD88 BLA 14.3, TR-FRET SRC-2 ct 1684 and PPARg SRC3 recr 6.0.
Screening CCOC(=O)C1CCN(c2cc(=O)n(Cc3ccc(F)cc3)c(=O)[nH]2)CC1 returned RAM network inh 4.4, STAT3 act 106.0, PPARg SRC-1 ag 3.0, S1P3 antag -33.3, PPARg SRC-2 ag 0.4, STAT3 inh -7.1, STAT1 blocker 7.5, TLR4-MyD88 BLA 3.6, TR-FRET SRC-2 ct 1660 and PPARg SRC3 recr 5.6.
For O=C(Nc1nnc(-c2cccs2)o1)C1CC1 the results were RAM network inh 0.8, PPARg SRC-1 ag 10.4, S1P3 antag -8.0, PPARg SRC-2 ag 13.3, STAT1 blocker -1.9, TLR4-MyD88 BLA -11.6, TR-FRET SRC-2 ct 1533 and PPARg SRC3 recr 4.0.
`O=C(Nc1nnc(SCc2ccc(F)cc2)s1)C1CC(=O)N(c2ccc3c(c2)OCCO3)C1` (configuration not stated) gave RAM network inh 4.0, STAT3 act 87.9, ROMK mod -0.00342, PPARg SRC-1 ag -4.6, S1P3 antag 5.0, PPARg SRC-2 ag 5.5, STAT3 inh 17.3, STAT1 blocker -0.4, TLR4-MyD88 BLA 10.6, TR-FRET SRC-2 ct 1537 and PPARg SRC3 recr -3.5.
Screening Cc1ccc(N2C(=O)CC(Sc3ncn[nH]3)C2=O)cc1C (configuration not stated) returned RAM network inh 1.2, STAT3 act 107.7, PPARg SRC-1 ag 2.6, PPARg SRC-2 ag -8.0, STAT3 inh -6.0, STAT1 blocker 7.9, TLR4-MyD88 BLA 8.5, TR-FRET SRC-2 ct 1777 and PPARg SRC3 recr 1.6.
For Cc1ccc(CNC(=O)CSc2nc(C)cs2)cc1 the results were RAM network inh 0.1, STAT3 act 107.9, ROMK mod -2.39, PPARg SRC-1 ag -2.4, S1P3 antag -7.7, PPARg SRC-2 ag -0.2, STAT3 inh 0.2, STAT1 blocker 3.6, TLR4-MyD88 BLA 3.1, TR-FRET SRC-2 ct 1424 and PPARg SRC3 recr 1.6.

High-throughput results deposited in PubChem BioAssay by several laboratories.
